# GRIN3A LBD mod: NR3A (human) ligand-binding domain modulation; AID 1259313; NR3A LBD differential scanning fluorimetry, Tm shift; 0% = protein alone, 100% = glycine-bound protein; hit rate 2.5% among 340,000; Tm shift relative to glycine control, % at 25 µM;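 active = melting temperature shift of at least 10% of the positive control shift, at one fixed dose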
# MPTP block: inhibitors of mitochondrial permeability transition pore. inhibition, % at 10 µM. hit rate 1.4% among 360,000. isolated mouse mitochondria, Ca2+ swelling absorbance, 30 min;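 active = inhibition of 50% or more, scaled per plate between neutral and stimulator controls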;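 also: 0% = DMSO wells given calcium and 100% = 1 mM EGTA wells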
# PfG6PD inh: PfG6PD (Plasmodium falciparum) enzyme inhibition; hit rate 0.78% among 350,000; inhibition, % at 20 µM; PfGluPho enzyme, NADPH resazurin-diaphorase fluorescence;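 active = inhibition reaching at least a set limit at 20 µM in the primary screen, cut at about 59% in these data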;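 also: 0% = DMSO wells with substrate and 100% = DMSO wells lacking glucose-6-phosphate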
# SENP8 block: SENP8 (human) protease inhibition; Q96LD8; inhibition, % at 20 µM; recombinant SENP8, Nedd8 substrate fluorescence; hit rate 0.64% among 360,000; AID 602440; in the data active = inhibition mostly above about 40%, no sharp cut-off; inactive = mostly below about 27%
# hIAP activ: human IAP activation. purified human IAP, CDP-Star luminescence, 30 min; stronger effect = higher value; 1 = vehicle-only enzyme, 0 = enzyme-free background. activation factor at 10 µM. P09923. hit rate 0.16% among 330,000;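 active = activation factor of the enzyme at least 2-fold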; also: the source names both 10 and 20 µM as test concentration; values of inactives mirror those of a sister screen read the other way
# ATG4B inh: inhibitors of human ATG4B cysteine protease; ATG4B cleavage of LC3-PLA2, NBD-HPC fluorescence, 1 h; inhibition, % at 8.33 µM; hit rate 0.51% among 340,000; in the data active = inhibition above about 40%
# Target sequence (Q9Y4P1 whole entry, looked up): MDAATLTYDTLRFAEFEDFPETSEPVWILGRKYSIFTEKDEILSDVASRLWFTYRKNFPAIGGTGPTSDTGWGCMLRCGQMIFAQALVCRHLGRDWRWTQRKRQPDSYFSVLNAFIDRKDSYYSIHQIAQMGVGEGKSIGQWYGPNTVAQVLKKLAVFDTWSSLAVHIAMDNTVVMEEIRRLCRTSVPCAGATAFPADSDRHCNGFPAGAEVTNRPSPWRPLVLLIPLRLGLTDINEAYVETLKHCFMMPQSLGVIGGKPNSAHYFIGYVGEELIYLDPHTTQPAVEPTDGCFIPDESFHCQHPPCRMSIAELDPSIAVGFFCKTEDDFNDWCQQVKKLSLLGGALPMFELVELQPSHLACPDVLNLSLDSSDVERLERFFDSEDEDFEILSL
# SENP6 block: blocks the human protease SENP6; Q9GZR1; Recombinant SENP6 catalytic domain, aminoluciferin luminescence; inhibition, % at 10 µM; hit rate 1.8% among 330,000;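 active = inhibition above about 50% at the single tested dose, limit read from the data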;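 also: plate controls were DMSO wells with enzyme for no effect and DMSO wells lacking enzyme for full effect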
# Target sequence (Q9GZR1 628-1112 limits assumed): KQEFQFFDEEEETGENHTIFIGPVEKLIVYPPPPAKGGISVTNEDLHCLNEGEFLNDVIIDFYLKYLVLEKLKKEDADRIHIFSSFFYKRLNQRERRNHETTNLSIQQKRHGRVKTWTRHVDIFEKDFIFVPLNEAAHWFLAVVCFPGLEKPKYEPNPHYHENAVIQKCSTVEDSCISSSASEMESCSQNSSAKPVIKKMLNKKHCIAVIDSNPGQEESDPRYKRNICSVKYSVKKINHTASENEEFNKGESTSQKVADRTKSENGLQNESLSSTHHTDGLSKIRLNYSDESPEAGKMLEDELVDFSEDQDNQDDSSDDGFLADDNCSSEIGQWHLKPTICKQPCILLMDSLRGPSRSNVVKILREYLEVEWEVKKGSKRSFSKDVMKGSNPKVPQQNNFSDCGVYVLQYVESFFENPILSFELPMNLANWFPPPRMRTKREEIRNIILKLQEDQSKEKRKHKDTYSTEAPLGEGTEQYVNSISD
# SENP1 inh: SENP1 (human) catalytic domain inhibition. Q9P0U3. hit rate 0.21% among 360,000. recombinant SENP1 catalytic domain, CyPet-SUMO1-YPet FRET cleavage. inhibition, % at 10 µM;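 active = inhibition at least 30% at 10 µM, raw YFP signal under a set limit, fluorescence ratio 0.5 to 1.5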;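 also: 0% = enzyme with DMSO and 100% = no enzyme wells; some results filed as inactive read as strong as hits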
# Target sequence (Q9P0U3 419-644 limits assumed): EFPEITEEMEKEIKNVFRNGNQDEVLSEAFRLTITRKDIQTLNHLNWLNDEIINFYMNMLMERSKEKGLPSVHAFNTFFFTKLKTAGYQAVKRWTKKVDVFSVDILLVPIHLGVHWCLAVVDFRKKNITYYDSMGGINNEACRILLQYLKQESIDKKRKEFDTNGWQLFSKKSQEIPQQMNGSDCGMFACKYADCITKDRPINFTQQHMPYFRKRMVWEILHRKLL
#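 Assay system: hSENP1 catalytic domain, recombinant. Amount: SENP1 enzyme, 20 pM final. Schedule: 50 min reaction, RT, dark. Technique: FRET, CFP and YFP emission. Control set: no-enzyme wells low, DMSO-plus-enzyme wells high control.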
# * = called active by the depositor; i = inactive; / = no result given.
# Value order: GRIN3A LBD mod	MPTP block	PfG6PD inh	SENP8 block	hIAP activ	ATG4B inh	SENP6 block	SENP1 inh
O=C(Nn1c(-c2ccccc2)nc2ccccc2c1=O)c1ccc([N+](=O)[O-])cc1
    1	-0.4	-4	-1	1.1	-2	0	1
Cc1cc(/C=N/NC(=O)c2ccc(O)cc2)c(C)n1C1CC1
    -4	-1.9	-9	-105	1.1	-7	15	-3
COC/C=C/C1=CC2=CC(=O)C(C)(OC(=O)c3cnc4ccccc4n3)C(=O)C2=CN1CC(C)C (configuration not stated)
    -1	1.9	27	54*	1	-5	20	-11
Cc1cc(C(=O)CN2C(=O)c3ccccc3S2(=O)=O)c(C)n1C(C)C
    0	0.2	6	3	1	-6	-21	1
CCOc1ccc(CCNC(=O)COC(=O)c2ccc3c(c2)OCCO3)cc1OCC
    0	-0.5	-5	8	1	-11	-17	0
CC(C1CC1)N(Cc1ccccc1)C(=O)NC(=O)c1cccc(F)c1 (configuration not stated)
    -2	0.2	-12	13	1.2	6	3	1
Cc1ccc(O)c(N=Cc2sc3ccccc3c2Cl)c1
    2	29	33	8	0.96	3	30	2
Cc1cc(C)cc(N(C(=O)c2sc(C)nc2C)C(C(=O)NCc2ccco2)c2ccccc2)c1 (configuration not stated)
    -2	-0.9	-8	4	1.1	-19	-29	2
CCCCCOC(=O)c1[nH]c2c(c1C)C(=O)CC(c1ccco1)C2 (configuration not stated)
    0	0.1	14	-19	1	10	3	-6
CC(C)CC(NC(=O)c1ccc(Cl)cc1Cl)C(=O)O (configuration not stated)
    -1	-0.9	5	29	1	0	-13	2
CCSc1oc(-c2ccco2)nc1S(=O)(=O)c1ccc(C)cc1
    0	-1.7	6	-26	0.86	6	-1	-6
O=C1C2C3C=CC(C4CC34)C2C(=O)N1/N=C/c1ccc(-c2ccc(F)cc2[N+](=O)[O-])o1 (configuration not stated)
    -2	-1.2	15	-36	0.85	-14	9	-2
CC1=CC(C)[C@H](/C=N/n2c(=O)[nH]c3c([nH]c4ccc(Br)cc43)c2=O)C(C)C1 (some centres not stated)
    -1	12	11	-90	0.91	1	-22	2
CCc1c(C)nc(SCC(=O)c2ccc(C)c(C)c2)[nH]c1=O
    -1	16	-6	7	0.97	-8	1	1
COc1cc(Nc2nc(-c3ccccc3)c3cc(C)ccc3n2)cc(OC)c1OC
    -13	2.1	44	1	0.91	5	4	2
CCC(=O)NCCc1nc2cc(NC(=O)c3ccc(Cl)cc3)ccc2n1C
    -1	-0.2	-4	10	1.1	2	-6	2
O=C(N/N=C/c1c[nH]c2ccccc12)c1ccn(Cc2ccc(Cl)cc2)n1
    0	-0.1	5	-151	0.94	-23	-10	0
COc1ccc(OC)c(/C=c2\sc3nc(-c4cccs4)nn3c2=O)c1
    0	3.4	-17	-24	1.2	-4	0	36
CCN1CCN(CC(=O)Nc2nc3ccc(C)cc3s2)CC1
    0	-1.2	0	9	0.91	5	-2	1
CCN1C(=O)[C@H]2[C@@H](c3ccc(-c4cccc(Cl)c4)c(OC)c3)N3CCC[C@@]3(C(=O)OC)[C@H]2C1=O
    -6	-0.3	5	-498	0.87	-6	8	0
COc1ccc(C(=O)NCCSCc2cccc(Cl)c2)cc1OC
    3	2.5	-8	10	1.1	-3	-10	3
Cc1ccc(NC(=O)c2cccc(F)c2)cc1S(=O)(=O)N1CCCCCC1
    -13	0.9	8	5	0.93	7	-8	0
CCCNC(=O)NC(=O)CSc1nncs1
    -1	-0.9	-6	11	0.97	7	-3	0
Cc1nn(CCCC(=O)NCCc2ccccc2)c(=O)c2nn(-c3ccccc3)c(C)c12
    7	1.5	-4	12	1.2	-5	-7	3
Cc1ccc2cc(C3CC(c4cccs4)=NN3S(C)(=O)=O)c(Cl)nc2c1 (configuration not stated)
    -1	1.0	-12	5	0.83	1	-12	-2
Cc1ccc(C)c(-c2nnc(NC(=O)Cc3ccc(F)cc3)o2)c1
    -2	-0.3	3	4	1	-2	-8	2
COc1cccc(/C=C/C(=C2\C(=O)N(c3ccccc3)N=C2C)c2ccc(Br)cc2)c1OC
    5	-0.6	-5	14	/	0	/	-1
COc1ccccc1C(=O)NC(=S)Nc1ccc(NC(=O)c2cccs2)cc1
    30*	2.7	15	9	0.84	10	-13	0
O=C(O)C1CCN(S(=O)(=O)c2cccnc2)CC1
    0	-1.5	-18	13	1.2	2	-9	1
COc1ccc(C)cc1NC(=O)c1cc2ccccc2cc1OCC(=O)NCc1ccco1
    -11	2.1	5	-41	1.1	-14	-14	3

# With a hit mark in GRIN3A LBD mod, of those listed so far:
SMILES	GRIN3A LBD mod	MPTP block	PfG6PD inh	hIAP activ	ATG4B inh	SENP6 block	SENP1 inh
COc1ccccc1C(=O)NC(=S)Nc1ccc(NC(=O)c2cccs2)cc1	30*	2.7	15	0.84	10	-13	0

# The list goes on.
# Value order: GRIN3A LBD mod	MPTP block	PfG6PD inh	SENP8 block	hIAP activ	ATG4B inh	SENP6 block	SENP1 inh
COc1ccc(-c2csc(NC(=O)c3cc(C)on3)c2C#N)cc1OC
    -6	-2.1	-1	2	0.93	7	-6	0
Brc1ccc(-c2nnc3sc(CNC4CCCC4)cn23)cc1
    -1	-0.5	8	13	0.84	-10	-6	1
C=CC(COCc1ccccc1)N(CC(=O)OC)S(=O)(=O)c1cc(Br)ccc1OC (configuration not stated)
    -1	1.4	0	17	0.92	0	17	1
CC(C)CN(C(=O)COC(=O)c1ccc2ccccc2c1)c1c(N)n(Cc2ccccc2)c(=O)[nH]c1=O
    -3	-1.3	-1	-21	0.97	-6	-9	-1
c1ccc(-c2csc(-c3ccc(-c4csnn4)cc3)n2)cc1
    19*	1.1	7	-157	0.99	-5	-11	1
O=C(Oc1ccccc1C(=O)N1CCOCC1)c1ccc(F)cc1
    2	-2.8	-11	15	0.99	7	4	2
O=C(c1coc(=O)c(Br)c1)N1CCOCC1
    0	0.4	-11	i	/	-9	/	3
c1ccc(Cn2ncc3c(N4CCCCC4)ncnc32)cc1
    -1	-0.5	11	16	0.99	-10	-3	2
O=C(c1cccc(-c2ccc(O)cc2)c1)N1CCN(c2ccc(F)cc2)CC1
    -11	4.8	-19	0	0.97	1	-1	-1
Cc1nn(CC(=O)Nc2ccccn2)c(C)c1Br
    -1	-0.6	-3	22	0.95	-3	9	0
Cc1ccc2c(c1)C(=O)C(=O)N2Cc1ccc(Br)cc1
    -4	-1.4	0	-7	1.1	8	-2	0
O=C(CSc1ccc2nnc(-c3ccccn3)n2n1)Nc1ccc2c(c1)OCCO2
    -2	-2.2	-20	-2	0.98	4	5	0
CC1=C(C(=O)NC2CCCc3c2cnn3-c2ccc(F)cc2F)OCCO1 (configuration not stated)
    -1	2.0	6	-4	1.3	4	-7	1
Cc1cccc(Cn2nc(C)c(NC(=O)c3ccc(F)cc3)c2C)c1
    -2	-1.6	-4	16	1.1	-11	8	2
O=C(Nc1ccc(C(F)(F)F)cc1)c1cccnc1N1CCOCC1
    0	-2.0	11	10	1.1	-7	11	1
O=C(CN(Cc1ccccc1)C(=O)CCC(=O)Nc1nccs1)NCc1ccccc1
    1	0.8	-1	5	0.97	-1	-12	-1
COc1ccc(-c2nc3cccc(C)n3c2NCC2CCCO2)cc1O (configuration not stated)
    0	-0.6	4	-458	1.1	16	-10	-25
O=C(NCc1cccc(Cl)c1)c1ccc2nc(N3CCOCC3)sc2c1
    -3	-2.1	8	2	1.4	14	-8	0
Cc1ccc(N/C(C(Cl)=C(Cl)Cl)=C(/Cl)[N+](=O)[O-])c(C)c1
    -8	26	-4	22	/	4	/	-3
CCc1noc(C)c1C(=O)NCCN1C(=O)S/C(=C\c2ccc(OC)cc2)C1=O
    0	4.5	1	4	0.91	-12	-5	3
Cc1onc(-c2ccccc2)c1NC(=O)N(CCC#N)Cc1ccccc1
    1	0.3	1	23	1.1	0	-16	1
Cc1ccnc(NC(=O)c2cnc(Cl)c(Cl)c2)c1
    0	-0.6	3	4	0.92	-3	26	-1
Cc1nn(C(=O)N2CCCCC2)c(C)c1CN1C(=O)c2ccccc2C1=O
    -1	3.0	-3	4	1	-1	-29	0
O=C(NN=Cc1cc(Cl)ccc1[N+](=O)[O-])c1ccco1
    0	0.6	26	2	/	1	/	0
COCc1cc(C)nc(SCC(=O)Nc2cccc(C)c2C)c1C#N
    0	-0.3	-7	17	1.2	-2	-29	-1
O=C(CSc1nnc(CN2CCOCC2)n1-c1ccc(Cl)cc1)Nc1ccc2c(c1)OCO2
    0	-0.6	7	11	0.97	-7	-4	1
CC12CCC(=O)N1C(C(=O)NCCc1ccccc1)CS2 (configuration not stated)
    -3	-0.4	17	6	1.1	4	-6	-1
Oc1c(Br)cc(/C=N/n2c(-c3ccccc3)n[nH]c2=S)c(O)c1Br
    -1	2.5	9	-71	/	12	/	-9
c1ccc(NC2=Nc3ccccc3CC2)cc1
    0	-1.7	-5	21	1.2	4	3	2
COC(=O)Cc1cnc(NC(=O)C2C3CCC(C3)C2C(=O)O)s1 (configuration not stated)
    0	-2.1	1	7	1.1	-10	-19	2

# Ordered by count of non-hydrogen atoms (descending): part of the list above.
# Value order: GRIN3A LBD mod	MPTP block	PfG6PD inh	SENP8 block	hIAP activ	ATG4B inh	SENP6 block	SENP1 inh
Cc1onc(-c2ccccc2)c1NC(=O)N(CCC#N)Cc1ccccc1
    1	0.3	1	23	1.1	0	-16	1
O=C(NCc1cccc(Cl)c1)c1ccc2nc(N3CCOCC3)sc2c1
    -3	-2.1	8	2	1.4	14	-8	0
COCc1cc(C)nc(SCC(=O)Nc2cccc(C)c2C)c1C#N
    0	-0.3	-7	17	1.2	-2	-29	-1
Cc1ccnc(NC(=O)c2cnc(Cl)c(Cl)c2)c1
    0	-0.6	3	4	0.92	-3	26	-1

# (list continues)
# Value order: GRIN3A LBD mod	MPTP block	PfG6PD inh	SENP8 block	hIAP activ	ATG4B inh	SENP6 block	SENP1 inh
CC(Sc1nc(-c2ccccc2)cc(C(F)(F)F)n1)C(=O)NCc1ccco1 (configuration not stated)
    -3	0.5	2	16	0.98	-14	-2	2
O=C(O)CCC(=O)Nc1ccccc1C(=O)NCc1ccccc1
    1	-1.8	17	12	1.1	27	-13	2
Cc1ccc(C(=O)n2nc(-c3cccnc3)nc2N)cc1
    0	1.7	0	19	0.96	-2	3	5
Cc1c2c(nc3nnnn13)CCCC2
    1	0.9	0	16	0.9	-8	5	-2
O=C(N/N=C/c1cccc2nccnc12)c1ccccc1O
    1	0.3	8	-12	1.3	3	-20	3
COc1ccccc1N1C(=O)CC(Sc2n[nH]c(-c3cccc(C)c3)n2)C1=O (configuration not stated)
    -2	-0.5	4	11	0.88	-2	-13	1
N#CCC(=O)Nc1ccc(C(=O)NCC2(N3CCOCC3)CCCCC2)cc1
    -1	0.0	-6	-7	1	-1	-2	-17
CC(=O)NCCc1ccc(S(=O)(=O)NCc2ccc3c(c2)OCO3)cc1
    -5	0.5	4	9	1.1	-12	-7	1
Fc1cccc(CNCC2CCCO2)c1 (configuration not stated)
    0	-0.9	12	3	1	0	-4	1
CON(C)c1nc(OCCNC(=O)OCc2ccc(Cl)cc2C)nc(N(C)C)n1
    -2	0.9	-11	17	0.86	-16	-7	2
CCCCN(C)CCNC(=O)c1c[nH]c2ccc(S(=O)(=O)N(CC)CC)cc2c1=O
    -1	-0.6	-3	-204	0.87	-4	5	0
Cc1ccc(N(CC(=O)NC2CCCC2)C(=O)CCC(=O)Nc2nccs2)cc1C
    -2	-1.4	-13	6	0.82	4	-3	1
COc1ccccc1CCC(=O)N(C)CC(=O)Nc1ccc(F)cc1
    1	-0.2	-24	5	0.85	5	5	1
C#Cc1ccc(CN2CCN(Cc3ccsc3)C(CCO)C2)cc1 (configuration not stated)
    -1	-1.9	-13	4	0.93	7	0	2
CC12CCC(O)CC1=CCC1C2CCC2(C)C1CCC21CCC(=O)O1 (configuration not stated)
    -6	28	-9	12	/	-7	/	0
CCOC(=O)c1sc(NC(=O)Nc2ccc(F)cc2)nc1C
    0	73*	-2	8	0.8	1	7	1
CCCCn1c2ccccc2c2cc(CC(N)=O)ccc21
    -1	2.3	15	-27	1.2	62*	-13	-2
CCCC(C)C1c2c(c(C)c(C)oc2=O)Oc2c(C)c(C)oc(=O)c21 (configuration not stated)
    -4	0.1	-5	12	1.1	-7	4	-4
